ERK EGF inh: inhibitors of EGF-stimulated ERK signaling pathway. HEK293-V1b, EGF-stimulated phospho-ERK AlphaScreen. Potency, µM (doses to about 11.5 µM), for inactives: top-dose activity change, negative = inhibition, usual class: inhibitors. 130,000 compounds, 0.41% hits; active = well fitted inhibition curve with a large enough effect; inconclusive = small, poorly fitted or top-dose-only effect, or effect the other way;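 also: plate controls were stimulated vehicle wells for no effect and unstimulated vehicle basal for full effect; nearly all actives have a fitted effect of over 55% in size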
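After overnight plating in 1% FBS, HEK293-V1b cells received test compound for half an hour, then a 5 min pulse of EGF (25 nM); ERK phosphorylation in lysates was read by bead-based AlphaScreen.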
Numbers without * were called inactive; ? = inconclusive; [ ] = dose if it differs, or a comment. Potency is read from the fitted curve at half-maximal effect. Not all compounds are listed; count on the stated rates, not on these rows.

SMILES | ERK EGF inh
Cc1ccc2c(c1)C1(C)C(C(C)(C)N2C=O)C1(Cl)Cl (stereo not drawn) | 13%[57.5 µM]
CN(CC(=O)Nc1cccc2ccccc12)C(=O)/C=C/c1cccs1 | 2%
COC(=O)c1cccc(C(=O)N2CCCC(C(=O)c3cc(F)ccc3F)C2)c1 (stereo not drawn) | -6%
N#CC1=C(N)N(c2ccc(Cl)c(Cl)c2)C(=O)C1 | -1%
CC(C)CC(COCc1cccc(Cl)c1)N1CCN(C(=O)c2ccc(C(F)(F)F)cc2)CCC1=O (stereo not drawn) | 3%
CC(C)C(=O)Nc1nnc(SCC(=O)NCc2ccco2)s1 | -1%
COC(=O)c1cc(C(=O)N2CCN(c3ccccc3OC)CC2)cc([N+](=O)[O-])c1 | -1%
CCCN1CCC(=NNc2ccc(S(N)(=O)=O)cc2[N+](=O)[O-])CC1 | 6%
O=C(Nc1nnc(C(F)(F)F)s1)c1c(F)cccc1F | 2%[57.5 µM]
NC(=S)N/N=C/c1ccccc1[N+](=O)[O-] | -3%[57.5 µM]
COc1ccc(-n2c(NN)nc3sc4c(c3c2=O)CCCC4)cc1 | -4%
Cc1c(C(=O)N(C)C)c2ccc(Cl)cc2n1O | 13%
N#Cc1ccc(C23CC4(C2)[C@H](CN(CC2CCCCC2)[C@@H]4c2ccccc2)C3c2ccc(Cl)nc2)cc1 (stereo partly drawn) | 26%
COCC(=O)Nc1cc([N+](=O)[O-])ccc1OC | -3%
CC(=C\C(=O)O)/C(=C/c1ccc(C)o1)C(=O)O | -10%
NNC(=O)c1cccc(COCC(F)(F)C(F)F)c1 | 7%[57.5 µM]
CCN(CC)c1ccc(/C=C2/C(=O)c3ccc(C(=O)O)cc3C2=O)cc1 | ?
Cc1oc(-c2cccc(F)c2)nc1CN(Cc1ccccc1)C[C@@H]1CCC(=O)N1 | -5%[57.5 µM]
CCN(CC)c1ccc(/C=N/N2CCN(c3ccccn3)CC2)cc1 | -8%[57.5 µM]
COC(=O)C1C2CC3c4[nH]c5cc(OC)ccc5c4CCN3CC2CC(OC(=O)c2cc(OC)c(OC)c(OC)c2)C1OC (stereo not drawn) | -1%
CCCC(=O)N(CC(=O)Nc1sc(C)c(C)c1C(N)=O)Cc1ccccc1 | 1%
CNc1nnc(-c2ccc(C)cc2)c2ccccc12 | -1%
c1ccc2nc(C3=NCCN3)cnc2c1 | -1%
CCOc1ccccc1NC(=O)C(OC(=O)c1ccc(O)cc1)c1ccccc1 (stereo not drawn) | ?
O=C(Cc1ccc(Cl)cc1)Nc1cccc2ncccc12 | 2%
O=C(N/N=C/c1sc(N2CCOCC2)nc1-c1ccccc1)c1ccccc1Cl | -2%
O=C(NCc1cccnc1)C(=O)NC1CCCCC1 | -1%
Cc1ccccc1-n1cc(CNCc2c(C(=O)N(C)C)nc3ccc(Cl)cn23)cn1 | 0%
CCN(CC)CCN(C)c1ccc(N2C(=O)C3CC=CCC3C2=O)cc1[N+](=O)[O-] (stereo not drawn) | 0%
CCCCCCCCCCCC(=O)c1c(O)cccc1O | -13%[57.5 µM]
COc1ccc2cc(-c3[nH]ncc3CNCCn3nc(C)cc3C)ccc2c1 | ?
COc1ccccc1Sc1nc(-c2ccccn2)ncc1OC | -5%
CC1=Nc2ccccc2N=C(NC(=O)c2ccccc2)C1c1ccc(Cl)cc1 (stereo not drawn) | -1%
NNC(=O)CN1CCN(c2ncc(C(F)(F)F)cc2Cl)CC1 | -2%
CS(=O)(=O)c1ccc2nc(NC(=O)c3ccc(N4CCCC4=O)cc3)sc2c1 | 1%[57.5 µM]
OCCC1CN(Cc2cccc3c2OCO3)CCN1Cc1ccccc1 (stereo not drawn) | -9%
O=C(N/N=C/c1ccc(Br)o1)c1cccnc1 | 1%
C/C(=N\NC(=O)CNc1cccc(Cl)c1C)C1CC1 | -4%
Cc1ccc(-c2[nH]c(=S)[nH]c(=O)c2C#N)cc1 | -32%
Cc1ccc(CNC(=S)N2CCOCC2)cc1 | 1%
CCOc1ccc(NC(=O)CN(Cc2ccccc2)S(C)(=O)=O)cc1 | 1%
Cc1cccc(CSc2nnc(C)c(=O)n2N)c1 | -7%
Cc1ccc(NC(=S)NC(NC(=O)c2ccccc2)C(Cl)(Cl)Cl)c(C)c1 (stereo not drawn) | 5%
COc1ccc(NC(=O)CCS(=O)(=O)c2ccccc2Cl)cc1S(=O)(=O)Nc1ccc(Cl)cc1 | -3%
CCOC(=O)c1sc(Nc2nc(C)cc(C)n2)nc1C | 11%[57.5 µM]
Cc1ccc(-c2nc(C=Nc3ccccc3)c(O)o2)cc1 | -15%
C/C(=N\NC(=O)Cc1cccn1C)c1ccco1 | 3%[57.5 µM]
CCOC(=O)Cc1csc(NC(=O)/C=C/c2ccco2)n1 | 8%[57.5 µM]
Nc1ccc(N2CCN(CCCCN3C(=O)C4CCCN4C3=O)CC2)cc1 (stereo not drawn) | 3%
COc1ccccc1-c1cncnc1NCc1cccc(C)c1 | 23%
CCc1ccc(C(=O)COC(=O)c2ccc(Cl)nc2)cc1 | -3%
CCOC(=O)C1(C)C=C(Nc2ccc(C)cc2)C(=O)N1c1ccc(C)cc1 (stereo not drawn) | 4%
Cc1cc(NC(=O)CSc2nc3ccsc3c(=O)n2NC(=O)c2ccccc2)no1 | 2%
O=c1cc(-c2ccc(O)cc2)oc2cc(O)cc(O)c12 | -3%
Cc1ccc(C[n+]2cc(-c3ccc(Cl)cc3)n3c2CCC3)cc1 | 1%[57.5 µM]
COC(C[C@H](O)C[C@H](O)[C@H](C)OCc1ccccc1)OC | 10%[57.5 µM]
Cc1ccc(-c2ccc(C)c(N)c2C)c(C)c1N | -9%[57.5 µM]
COc1ccc(NC(=O)CSc2nnc(C3CC3)n2C)cc1 | -2%
Cc1ccc(/C=N/NC(=O)NC2CCCCC2)o1 | 28%
O=C(Nc1ccccc1)Nc1ccccc1 | 12%

Continuation.
SMILES | ERK EGF inh
CN(C)c1nnnn1-c1ccc(OC(F)(F)F)cc1 | 7%
CS(=O)(=O)N(Cc1ccc(C(=O)NN=C2CCCCCC2)cc1)c1ccccc1 | -6%
CC1(C)Cc2ccccc2-c2c1c(=O)n(Cc1ccccc1)c1nnnn21 | 13%
COC(=O)c1[nH]c(C)c(/C(O)=C2\C(=O)C(=O)N(CCN3CCOCC3)C2c2ccc(C)o2)c1C (stereo not drawn) | 11%[57.5 µM]
CCOC(=O)C1=C(C)NC(=O)NC1c1ccc(N2CCC(c3ccccc3)=N2)cc1 (stereo not drawn) | -18%[57.5 µM]
CCOC(=O)C1CCCN(CC(=O)c2c[nH]c3ccc(C)cc23)C1 (stereo not drawn) | -1%[57.5 µM]
COC(=O)c1ccc(NC(=O)C(=O)N2CCN(C(=S)Nc3ccc(C)cc3)CC2)cc1 | -5%
NNc1nnc2c3cc(F)ccc3n(Cc3ccccc3)c2n1 | -11%[57.5 µM]
CCOc1ccc(S(=O)(=O)Nc2ccc(C(=O)N/N=C/c3c(C)nn(-c4ccccc4)c3N3CCCC3)cc2)cc1 | 6%
Cn1cnc(S(=O)(=O)Nc2cc(-c3ccc(Cl)cc3)nn2C)c1 | 0%[57.5 µM]
Cc1cccc(C2c3[nH]c4ccccc4c3CCN2C(=O)c2cc(C(C)C)nc(N)n2)n1 (stereo not drawn) | 27%
O=C(CCc1ccccc1)n1nc(-c2ccccc2)nc1NCc1ccco1 | 3%
Cc1cc2c(OCC(O)CN3CCCC3)cccc2[nH]1 (stereo not drawn) | -7%
Cc1ccc2c(c1)C(=O)CCCCC(=O)N2 | -3%[57.5 µM]
CCOc1cc(C=C(C#N)C#N)ccc1Oc1ccc([N+](=O)[O-])cn1 | -6%

17 entries out of the list, sorted by length of the SMILES, highest first.
SMILES | ERK EGF inh
CCOc1ccc(S(=O)(=O)Nc2ccc(C(=O)N/N=C/c3c(C)nn(-c4ccccc4)c3N3CCCC3)cc2)cc1 | 6%
COC(=O)c1[nH]c(C)c(/C(O)=C2\C(=O)C(=O)N(CCN3CCOCC3)C2c2ccc(C)o2)c1C (stereo not drawn) | 11%[57.5 µM]
Cc1cccc(C2c3[nH]c4ccccc4c3CCN2C(=O)c2cc(C(C)C)nc(N)n2)n1 (stereo not drawn) | 27%
COC(=O)c1ccc(NC(=O)C(=O)N2CCN(C(=S)Nc3ccc(C)cc3)CC2)cc1 | -5%
CCOC(=O)C1=C(C)NC(=O)NC1c1ccc(N2CCC(c3ccccc3)=N2)cc1 (stereo not drawn) | -18%[57.5 µM]
CS(=O)(=O)N(Cc1ccc(C(=O)NN=C2CCCCCC2)cc1)c1ccccc1 | -6%
CCOc1cc(C=C(C#N)C#N)ccc1Oc1ccc([N+](=O)[O-])cn1 | -6%
CC1(C)Cc2ccccc2-c2c1c(=O)n(Cc1ccccc1)c1nnnn21 | 13%
COC(C[C@H](O)C[C@H](O)[C@H](C)OCc1ccccc1)OC | 10%[57.5 µM]
O=C(CCc1ccccc1)n1nc(-c2ccccc2)nc1NCc1ccco1 | 3%
COc1ccc(NC(=O)CSc2nnc(C3CC3)n2C)cc1 | -2%
Cc1cc2c(OCC(O)CN3CCCC3)cccc2[nH]1 (stereo not drawn) | -7%
CN(C)c1nnnn1-c1ccc(OC(F)(F)F)cc1 | 7%
Cc1ccc(-c2ccc(C)c(N)c2C)c(C)c1N | -9%[57.5 µM]
Cc1ccc(/C=N/NC(=O)NC2CCCCC2)o1 | 28%
Cc1ccc2c(c1)C(=O)CCCCC(=O)N2 | -3%[57.5 µM]
O=C(Nc1ccccc1)Nc1ccccc1 | 12%

(next part)
SMILES | ERK EGF inh
O=C(COC(=O)c1cccc(Cl)c1)Nc1cc(Cl)ccc1Oc1ccccc1 | ?
Clc1cccc(-c2ccc(C=Nc3ccc(N4CCOCC4)cc3)o2)c1 | 1%
Nc1nc(N2CCN(C(=O)c3ccco3)CC2)nc2ccc(Br)cc12 | ?
CC(=O)Nc1ccc(NC(=O)c2ccc(NS(=O)(=O)c3cc(C(C)(C)C)cc(C)c3C)cc2)cc1 | 0%
COC(=O)c1cc2c(C)nn(C)c2s1 | -6%[57.5 µM]
CC(O)CNc1nc(Cl)c(C#N)s1 (stereo not drawn) | 1%
COc1cc(/C=C2\CC/C(=C\c3ccc(OCCO)c(OC)c3)C2=O)ccc1OCCO | 4%
COc1ccc(-n2ncc3c(N4CCC(C(N)=O)CC4)ncnc32)cc1 | 6%[57.5 µM]
Cc1cc(C)c2c(C)c(C(=O)NCc3ccncc3)oc2c1 | 2%
Cc1cn(S(=O)(=O)c2ccccc2[N+](=O)[O-])cn1 | 9%
C[C@@H]1Oc2ccccc2C=C1/C=C/C(=O)O | 1%
Cc1ccc(S(=O)(=O)N2CCC(C(=O)NNC(=O)c3ccccc3)CC2)cc1 | -5%
O=C(c1ccc(F)cc1)C1CCN(CCn2c(=S)[nH]c3ccccc3c2=O)CC1 | 0%[57.5 µM]
O=[N+]([O-])c1ccccc1S(=O)(=O)N1CCc2ccccc2C1 | -2%
COc1ccc(C(=O)NCc2ccc3c(c2)OCO3)cc1S(=O)(=O)NCc1ccc(Cl)cc1 | 10%
COc1ccc(Nc2nc3ccc(OC)cc3s2)cc1 | 8%
O=C(Nc1cccc(F)c1)N1CC2(CCN(S(=O)(=O)c3ccccc3)CC2)C1 | -2%
O=C(N/N=C/c1cc(Br)ccc1O)c1ccccc1Cl | 8%
CC(=O)CSc1nnc(CN2C(=O)CSc3ccc(C(F)(F)F)cc32)n1C | -3%[57.5 µM]
O.O.O.O=S(=O)([O-])OC[C@H]1O[C@@H](O[C@]2(COS(=O)(=O)[O-])O[C@H](OS(=O)(=O)[O-])[C@@H](OS(=O)(=O)[O-])[C@@H]2OS(=O)(=O)[O-])[C@H](OS(=O)(=O)[O-])[C@@H](OS(=O)(=O)[O-])[C@@H]1OS(=O)(=O)[O-].[Al] | 3%
COc1ccccc1/C=C/C=N/NC(=O)CCn1cnc2ccccc21 | -5%[57.5 µM]
CCCCCCCCCCCCC/C=C/[C@@H](O)[C@H](CO)N(C)C | -1%
S=c1nc(C23CC4CC(CC(C4)C2)C3)[nH][nH]1 | -2%[57.5 µM]
CCOC(=O)COc1c(C(=O)OC)sc2ncccc12 | 11%
CCOC(=O)C1=NO[C@@]2(C=C(Br)C(=O)[C@H]3O[C@H]32)C1 | 4%
FC(F)(F)c1cccc(-n2c(Cn3nnc4ccccc43)n[nH]c2=S)c1 | 0%[57.5 µM]
CN(C(=O)COC(=O)CNC(=O)c1sc2ccccc2c1Cl)c1ccccc1 | -5%
O=C(Cn1cnc([N+](=O)[O-])c1)Nc1cc(Oc2ccc(Cl)cc2Cl)cc([N+](=O)[O-])c1 | ?
N#Cc1cnn2c(N)c(-c3ccc(Cl)cc3)cnc12 | 6%
CCCCN1CNC(=S)N(c2ccc(C(=O)OCC)cc2)C1 | 6%
Cn1c(N)c(C(=O)COC(=O)COc2ccccc2C#N)c(=O)n(C)c1=O | -7%
CCOC(=O)N1CCN(C(=O)CSCC(=O)Nc2nc(-c3ccc(Cl)s3)cs2)CC1 | ?
O=C1NC(=NCc2ccccc2)S/C1=C\c1ccccc1 | 11%
Cc1c(-c2cc[n+]([O-])cc2)oc2ccc(Br)cc2c1=O | 6%
CSc1ccc(C#N)cc1NC(=O)c1ccccc1 | -8%
Cc1cc(C)n(-c2ccc(C(=O)Nc3cc(S(=O)(=O)N(C)C)ccc3Cl)cc2)n1 | 0%
C[C@H](NC(=O)NCCc1ccccc1)C(=O)O | -7%[57.5 µM]
COC(=O)c1c(C)nn(-c2ccc(F)c(Cl)c2)c1-c1cc(C)on1 | 6%[57.5 µM]
COC(=O)c1ccc(C(=O)OC)c(NC(=S)N2CCN(C(=O)C3CCCO3)CC2)c1 (stereo not drawn) | -4%[57.5 µM]
O=C(CNc1cccc2ccccc12)c1ccc([N+](=O)[O-])cc1 | ?
CC1COc2ccccc2C1=O (stereo not drawn) | 4%
COc1cc(NC(=O)CN2CCN(c3ccccc3F)CC2)c(C)cc1[N+](=O)[O-] | -2%
O=C1NC2(CCCCCC2)C(=O)N1CCS(=O)(=O)Oc1ccccc1 | -1%
Cn1c(N2CCOCC2)cc(=O)n(C)c1=O | 0%

From PubChem
